OXTR agonist – agonists of human oxytocin receptor; P30559; CHO-OTR cells, Fluo-8 calcium fluorescence; normalized: DMSO 0%, oxytocin 100%; activation, % at 3 µM; hit rate 0.32% among 320,000;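 active means activation above the mean of all tested compounds plus 3 SD, cutoff set per screening run, cut at about 20% in these data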;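 further: peak over basal fluorescence ratio from a 100 s FLIPR kinetic read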
Target sequence (P30559 whole entry, looked up): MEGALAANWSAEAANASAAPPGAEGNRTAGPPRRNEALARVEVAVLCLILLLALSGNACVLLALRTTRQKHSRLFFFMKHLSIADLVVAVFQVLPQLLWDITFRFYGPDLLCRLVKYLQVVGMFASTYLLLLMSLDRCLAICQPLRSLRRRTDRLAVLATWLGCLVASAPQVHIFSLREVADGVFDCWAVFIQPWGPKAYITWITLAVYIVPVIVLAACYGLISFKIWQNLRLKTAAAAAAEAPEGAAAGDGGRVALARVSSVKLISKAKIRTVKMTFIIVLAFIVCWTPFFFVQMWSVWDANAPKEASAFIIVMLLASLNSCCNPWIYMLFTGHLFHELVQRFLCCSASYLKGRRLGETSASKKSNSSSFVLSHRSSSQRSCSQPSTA
PHOSPHO1 inh – PHOSPHO1 (human) inhibition; Q8TCT1; recombinant PHOSPHO1, absorbance phosphatase assay; inhibition, % at 13.3 µM; hit rate 1.1% among 290,000; AID 1565; in the data active means inhibition above about 60%
Target sequence (Q8TCT1 whole entry, looked up): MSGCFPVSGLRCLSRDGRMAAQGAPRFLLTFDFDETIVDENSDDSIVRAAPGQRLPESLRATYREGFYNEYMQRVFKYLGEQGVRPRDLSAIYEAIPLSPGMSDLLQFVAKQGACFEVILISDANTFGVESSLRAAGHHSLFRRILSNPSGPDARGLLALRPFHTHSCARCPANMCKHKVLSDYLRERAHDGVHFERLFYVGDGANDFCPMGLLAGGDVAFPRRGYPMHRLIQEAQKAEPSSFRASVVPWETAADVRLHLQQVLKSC
MEKK3 PB1 HTS – MEKK3-MEK5 PB1 interaction, increase or decrease; bead-based flow cytometry, Alexa488-MEK5 binding to MEKK3; actives lie on both sides; 0 = blocked by unlabeled MEK5, 100 = vehicle; hit rate 1.4% among 290,000; binding response (% of control), % at 10 µM; AID 1529;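 active means binding response more than 3 SD above or below the average of its plate-row segment, actives on both sides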;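 further: Alexa488 bead fluorescence after subtracting the streptavidin-only scavenger bead signal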
GPR7 antagonist – blocks human GPR7 receptor signaling | inhibition, % at 4.4 µM | GPR7-expressing cells, fluorescence antagonist assay | hit rate 1.1% among 290,000 | P48145; in the data active means inhibition above about 16%, passing the limit was not always enough;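 further: cells stimulated with the agonist NPW; 0% = agonist with vehicle and 100% = vehicle without agonist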
Target sequence (P48145 whole entry, looked up): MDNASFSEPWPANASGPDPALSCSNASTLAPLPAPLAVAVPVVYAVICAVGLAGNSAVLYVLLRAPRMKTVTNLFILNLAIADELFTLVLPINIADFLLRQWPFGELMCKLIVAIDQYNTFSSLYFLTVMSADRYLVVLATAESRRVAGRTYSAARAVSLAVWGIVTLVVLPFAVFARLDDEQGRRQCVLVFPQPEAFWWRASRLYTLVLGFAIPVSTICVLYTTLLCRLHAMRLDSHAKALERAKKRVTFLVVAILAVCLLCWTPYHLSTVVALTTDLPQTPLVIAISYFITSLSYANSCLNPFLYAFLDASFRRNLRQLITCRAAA
DNA FID counter – displaces DNA intercalator in HCV helicase counter-screen. DNA fluorescent intercalator displacement, fluorescence. inhibition, % at 7.9 µM. hit rate 0.17% among 290,000; in the data active means inhibition above about 37%;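 further: 0% = vehicle and 100% = reference compound; higher means more ethidium bromide displaced from hairpin DNA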
MEKK2mut PB1 HTS – signal of MEK5 binding to mutant human MEKK2 PB1 domain; bead flow cytometry, Alexa488-MEK5 binding to MEKK2 mutant; percent response, % at 10 µM; hit rate 0.35% among 290,000; in the data active means percent response above about 24%, passing the limit was not always enough; further: inactives centre near 1; some results filed as inactive read as strong as hits; reference of the scale not given here
M18AAP inhibitor – PfM18AAP enzyme inhibition | recombinant PfM18AAP, H-Glu-NHMec fluorogenic cleavage | inhibition, % at 7.35 µM | hit rate 1.2% among 290,000;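 active means inhibition above the campaign mean inhibition over all tested compounds plus 3 SD, cut at about 28% in these data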;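 further: 0% = plate median of test compound wells and 100% = 2 mM ZnCl2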
NALP1 yeast inh – blocks the NALP1 inflammasome reconstituted in yeast | S. cerevisiae NALP1/ASC/caspase-1 growth, X-gal OD620, 72 h | inhibition, % at 10 µM | hit rate 0.61% among 280,000 | AID 2071; in the data active means inhibition mostly above about 24%, no sharp cut-off; inactive means mostly below about 32%; further: some compounds called inactive have numbers as strong as hits
MEKK2wt PB1 HTS – raises or lowers MEK5 binding to wildtype human MEKK2 PB1 domain; bead flow cytometry, Alexa488-MEK5 binding to MEKK2 WT; actives lie on both sides; Q9Y2U5; binding response (% of control), % at 10 µM; hit rate 1.1% among 290,000; in the data active means binding response below about 67% or above about 130%
Starred values were filed as active, the others as inactive; · = not tested or not shown.

compound,OXTR agonist,PHOSPHO1 inh,MEKK3 PB1 HTS,GPR7 antagonist,DNA FID counter,MEKK2mut PB1 HTS,M18AAP inhibitor,NALP1 yeast inh,MEKK2wt PB1 HTS
COc1ccc(CNC(=O)c2ccc(Cn3nc(C)c([N+](=O)[O-])c3C)o2)cc1,0.1,-3,96,-4,-9,-15,-4,-16,79
CSc1nc(-c2ccccc2)nc(C(Cl)Cl)n1,-1.9,11,96,-12,0,-2,-1,21,99
COc1ccc(/C=C/C(=O)Nc2ccc3nc4n(c(=O)c3c2)CCCC4)cc1,-1.9,-21,109,-5,-1,8,5,7,105
COCCC(=O)N1CCC(n2nccc2NC(=O)CCc2ccccc2)CC1,-0.1,38,97,-14,-7,5,-2,8,106
N#CCCn1cc(/C=C(\C#N)c2nc3ccccc3s2)c(-c2ccc(F)cc2)n1,0.0,3,98,-1,3,1,-3,36,102
Cc1nc2cc(-c3ccsc3-n3c(C)ccc3C)[nH]n2c(=O)c1Cl,1.8,49,108,-2,-13,8,9,6,113
COc1ccc(Cl)cc1C(=O)NNC(=O)c1cccnc1,1.1,11,100,-12,-2,1,3,32,101
CCOc1ccc(/C=N/NS(=O)(=O)c2ccc(C)cc2)cc1OC,·,41,109,-30,-21,4,2,12,108
O=[N+]([O-])c1cccc(N(CC(O)CN2CCCC2)S(=O)(=O)c2ccccc2)c1 (stereo unspecified),-0.3,53,102,-5,23,7,-1,11,119
Cc1cc(C)n(CCC(=O)N/N=C/c2ccc(Br)c([N+](=O)[O-])c2)n1,-1.4,37,106,-1,-17,-1,-2,-2,101
COc1cc(CN2CCN(Cc3ccc(SC)cc3)CC2)cc(OC)c1O,0.3,21,92,-6,15,2,7,9,80
CCCN1CCC(=O)N([C@H](CO)Cc2ccccc2)CC1,-0.1,4,105,0,-6,3,-3,2,106
CC(C)Oc1ccc(C(=O)NCCCNC(=O)c2cccnc2)cc1,-0.6,16,103,-4,-15,0,-2,16,103
CC(Oc1ccccc1)c1ccnc(N)n1 (stereo unspecified),-0.9,41,98,0,4,1,-2,12,101
C=CCn1c(SCC(=O)Nc2ccc(F)cc2)nc2ccccc2c1=O,-0.6,24,105,11,-15,17,-9,8,105
O=C1C(Cl)=C(N2CCC(C(=O)O)CC2)C(=O)c2ccccc21,1.7,33,103,-15,-8,7,9,2,105
COc1ccc(-c2noc(N3CCC(C(=O)Nc4cc(OC)ccc4OC)CC3)n2)cc1,0.7,41,103,6,-37,6,11,17,103
O=C(c1cc(-c2cccc(O)c2)on1)N1CCc2ccccc2C1,1.6,2,100,2,-8,2,-1,37,100
O=C(NC(=S)N1CCN(c2ccc([N+](=O)[O-])cc2)CC1)c1ccccc1,-0.5,-68,103,12,17,-4,2,12,100
Cc1ccc(-c2nnc(-n3ncc(C#N)c3N)c3ccccc23)cc1C,-1.7,-4,102,-6,-1,13,3,-5,95
NNC(=O)CN1C(c2ccc(Br)cc2)=Nc2ccc(Br)cc2C1c1ccccc1 (stereo unspecified),0.2,-3,102,-5,-5,-1,-1,-16,99
CCOC(=O)c1cnc2c(-c3ccc(Cl)cc3)c(C)nn2c1N,0.6,-14,99,-8,-2,5,-2,12,95
C/C(CCC1CC(C)(C)OC1=O)=N\NC(N)=S (stereo unspecified),-0.9,16,91,-5,-9,-23,14,-11,94
COc1ccc(-c2nc(CSCC(=O)NCC3CCCO3)c(C)o2)cc1OC (stereo unspecified),-0.5,28,100,-2,-21,-4,1,-1,95
O=C(NC(=S)NCCO)c1cn(-c2ccccc2)nc1-c1ccccc1,-1.6,31,97,-13,-18,-4,1,11,96

Three successive records already listed, quoted:
compound,OXTR agonist,PHOSPHO1 inh,MEKK3 PB1 HTS,GPR7 antagonist,DNA FID counter,MEKK2mut PB1 HTS,M18AAP inhibitor,NALP1 yeast inh,MEKK2wt PB1 HTS
C/C(CCC1CC(C)(C)OC1=O)=N\NC(N)=S (stereo unspecified),-0.9,16,91,-5,-9,-23,14,-11,94
COc1ccc(-c2nc(CSCC(=O)NCC3CCCO3)c(C)o2)cc1OC (stereo unspecified),-0.5,28,100,-2,-21,-4,1,-1,95
O=C(NC(=S)NCCO)c1cn(-c2ccccc2)nc1-c1ccccc1,-1.6,31,97,-13,-18,-4,1,11,96

Pulled by structure from the list above:
compound,OXTR agonist,PHOSPHO1 inh,MEKK3 PB1 HTS,GPR7 antagonist,DNA FID counter,MEKK2mut PB1 HTS,M18AAP inhibitor,NALP1 yeast inh,MEKK2wt PB1 HTS
Cc1nc2cc(-c3ccsc3-n3c(C)ccc3C)[nH]n2c(=O)c1Cl,1.8,49,108,-2,-13,8,9,6,113
COc1ccc(/C=C/C(=O)Nc2ccc3nc4n(c(=O)c3c2)CCCC4)cc1,-1.9,-21,109,-5,-1,8,5,7,105

Remaining list, next part:
compound,OXTR agonist,PHOSPHO1 inh,MEKK3 PB1 HTS,GPR7 antagonist,DNA FID counter,MEKK2mut PB1 HTS,M18AAP inhibitor,NALP1 yeast inh,MEKK2wt PB1 HTS
Cc1cc(C)c2c(c1)/C(=N/NC(=O)c1ccc(O)cc1)CCC2,-1.7,0,105,-3,-3,-4,-4,-3,97
Cc1ccc(CN2CCSc3ccc(C(=O)NC4CCN(Cc5ccccc5)CC4)cc32)cc1,1.4,16,106,-9,2,46,-18,5,206*
CC(CCc1ccc(O)cc1)N(C)CCc1ccccc1 (stereo unspecified),1.9,-51,102,-6,8,3,-12,26*,105
COc1cc(/C=N/NC(=S)Nc2cccnc2)cc(OC)c1OC,-0.5,21,100,-7,-12,2,18,17,99
CC(C)OC(=O)CSc1nc2c(c(C3CC=CCC3)c1C#N)CCC2 (stereo unspecified),-0.6,2,113,4,-6,4,6,-1,106
COc1ccc(C2(CN(C(C)=O)C(C)=O)CCCC2)cc1OC,1.0,-12,99,16,-15,-12,3,-5,83
COc1ccc(-c2cc3ccccc3[nH]2)cc1,-0.3,-23,93,-6,3,-20,7,8,88
Brc1ccsc1-c1csc(-c2ccncc2)n1,-2.1,14,104,18,-16,6,3,-15,102
CCCOC1CCCN(C(=O)CCc2nnc(-c3ccc4c(c3)OCO4)o2)C1 (stereo unspecified),-0.4,28,100,22,-33,3,7,12,102
Cc1ccc(S(=O)(=O)Nc2cccc(Cl)c2)cc1NC(=O)c1cccnc1,1.6,7,99,-6,-1,-1,-8,0,98
Cc1cccc(CC(C)NC(=O)CCc2nnc(-c3ccccc3)o2)n1 (stereo unspecified),-0.6,16,106,-5,-6,-9,-1,-15,103
O=C(N1CCCC1)C12CC3CCC(CC(C3)C1)C2,-2.1,33,99,-11,-11,-8,4,-5,101
Cc1cccc(C)c1NC(=O)CN1N=NC2C(=O)N(c3cccc(Cl)c3)C(=O)C21 (stereo unspecified),0.1,-7,100,-4,-13,-1,-7,-31,97
Cc1ccnc(NC(=O)c2cccc([N+](=O)[O-])c2C)c1,-0.4,32,116,-19,-1,-1,-8,1,110
CN1CCN(c2ccc([N+](=O)[O-])c(Sc3nc4ccccc4[nH]3)c2)CC1,0.2,16,·,4,22,·,5,0,·
COc1ccccc1NC(=O)C12CCC(C)(C(=O)C1)C2(C)C (stereo unspecified),-0.3,20,94,-1,-3,3,-4,4,103
Cc1cccc(C)c1OCC(=O)Nc1ccncc1,5.9,41,114,6,-7,6,5,-1,113
Cc1ccc(S(=O)(=O)N2CCC(=O)N(C(COCc3ccccc3)C(C)C)CC2)cc1 (stereo unspecified),-2.2,8,100,-4,-41,-3,0,29,102
CC(C)c1ccc(NC(=O)Cc2cn(C)c3ccccc23)cc1,-1.9,2,93,2,-14,-3,-4,7,102
C=CC[n+]1c(/C=C/c2ccc(OC(C)=O)c(OC)c2)ccc2ccccc21,1.9,48,94,10,11,1,14,18,107
COc1ccc(OC)c(S(=O)(=O)N(C)CC(=O)N2CCOCC2)c1,0.2,41,103,-19,-2,10,0,11,110
CN(C(=O)c1ccco1)c1nnc(-c2ccc(F)cc2)s1,3.6,23,102,9,-10,-2,-13,11,104
CCOC(=O)c1cc(-c2cccnc2)nn1-c1ccccc1C,-1.0,58,104,-11,-15,0,-6,16,103
Cc1[nH]n2c(=O)c3c(nc2c1-c1ccc(F)cc1)CCCC3,-0.6,9,110,13,1,-9,4,-8,97
Cc1nnc(SCC(=O)N2CCCC2)n(N)c1=O,0.6,32,88,-10,2,-2,-1,7,94

Next section:
compound,OXTR agonist,PHOSPHO1 inh,MEKK3 PB1 HTS,GPR7 antagonist,DNA FID counter,MEKK2mut PB1 HTS,M18AAP inhibitor,NALP1 yeast inh,MEKK2wt PB1 HTS
COc1ccc2c(/C=C/c3cc[n+](C)cc3)c[nH]c2c1,1.1,22,104,-15,5,48*,7,16,168*
C=CCc1ccccc1OCCNCc1ccccc1,3.9,-3,86,0,15,-9,-2,4,95
O=C(O)c1cccc(NCc2cccnc2)c1,1.7,12,103,3,0,4,3,-2,100
O=C(COc1cccnc1[N+](=O)[O-])c1ccc(Cl)s1,-1.6,15,68,3,1,-15,32*,10,71
Cc1ccc(C(=O)N/C(=C\c2ccco2)C(=O)NCCN2CCCCC2)cc1C,0.2,46,98,-5,6,1,8,0,96
CC(C)Nc1nc(C#N)nc(NC(C)C)n1,-1.9,22,101,-2,-3,-2,4,8,97
O=C(O)c1ccccc1C(=O)c1ccc2c(c1)N(Cc1ccc(Cl)c(Cl)c1)C(=O)CO2,0.9,29,90,-7,-25,-10,8,7,85
CCOC(=O)c1cc(C)[nH]c1C,0.1,43,92,-9,-4,-17,-6,18,93
N#CCc1ccc(OC(=O)c2cccnc2)cc1,0.0,21,91,-7,2,-14,-18,30,88
CN(C)C(=S)Nc1ccc([N+](=O)[O-])cc1,-2.1,-9,101,-6,5,0,9,21,101
COC(=O)c1ccc(NC(=O)CSCC(=O)OCC(=O)c2ccc(Br)cc2)cc1,6.0,21,103,-5,-7,3,1,16,107
Cc1ccc2cc3cc(C(=O)N4CCN(Cc5ccccc5)CC4)sc3nc2c1,1.5,11,96,10,-1,-8,0,-7,97
COc1ccc(OC(C)C(=O)N(C)Cc2nc(-c3ccccc3)no2)cc1 (stereo unspecified),2.2,32,106,4,-25,9,-2,-3,106
CCOC(=O)N1CCN(C(=O)c2cccn3c(=O)c4sccc4nc23)CC1,1.2,6,98,-4,-4,3,0,2,97
CC(=O)N1[C@H](C)C=C[C@]1(Cc1ccccc1)C(=O)NCCN1CCOCC1,0.1,·,101,·,·,5,·,·,102
COc1ccccc1NC(=O)CCC(=O)OCc1ccc([N+](=O)[O-])cc1,-1.1,56,103,-5,-3,0,-11,-4,103
CCCc1nc(SCC(=O)c2ccc(OC)cc2)c2ccccc2n1,-2.9,-15,105,-1,-18,7,9,3,107
O=C(O)c1c(-c2ccccc2)c(-c2ccccc2)nc2ccccc12,0.1,-13,108,-20,-4,3,-2,-1,104
CCCCNC(=O)[C@H]1C[C@H]1[C@@H](O)[C@H](CO)NC(=O)[C@H](Cc1ccccc1)NC(=O)OC(C)(C)C,0.4,-2,104,0,-30,-7,-6,7,97
Cc1cnc(C(=O)Nc2cccc(S(=O)(=O)N(C)C)c2)cn1,-1.0,4,101,0,1,16,-4,24,111
O=C1c2ccccc2C(=O)N1Cc1ccccn1,0.1,57,102,-7,-1,-6,0,1,95
COc1ccc(N2CCN(c3ccc([N+](=O)[O-])cc3Cl)CC2)cc1,0.1,-9,99,-13,-2,-1,-9,19,97
COc1ccc(CCNC(=O)C2CCCCC2C(=O)O)cc1OC (stereo unspecified),0.2,30,101,24,-2,0,-1,11,103
CC(=O)N1N=C(c2ccncc2)CC1c1ccccc1O (stereo unspecified),0.5,44,100,-3,2,2,4,7,101
CCOC(=O)c1c(-c2ccc(C)o2)csc1NC(=S)NC(=O)c1ccc(F)cc1,-0.3,0,92,-9,-5,-5,-52,30,82
CCCCNC(=O)C1CCCN(S(=O)(=O)c2c(C)noc2/C=C/c2cccs2)C1 (stereo unspecified),0.3,18,95,-7,-11,-5,-19,·,93

Compound activity deposited in PubChem BioAssay by several laboratories.
